# TrxR1 substrate: rat thioredoxin reductase 1 substrate activity; purified TrxR1 substrate turnover, NADPH consumption readout; Potency, µM (titrated, usually from 114 µM), without a hit: top-dose activity change, negative = substrate turnover; O89049; 390,000 compounds, 0.01% hits; also: potency is read from the fitted curve at half-maximal effect; % is scaled to controls: 0 for no effect and ±100 for the full control effect; nearly all actives have a fitted effect of over 50% in size
#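 Rat TrxR1, dispensed at 90 nM, was prereduced with 400 uM NADPH (final) for 5 min at ~22 deg C, then incubated with compound 15 min before 400 uM selenite. A first-read NADPH fluorescence drop versus no-compound background flagged substrates.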
# USP1 inh: inhibitors of human USP1/UAF1 deubiquitinase; O94782; recombinant USP1/UAF1, Ub-Rhodamine cleavage fluorescence; Potency, µM (highest dose often 57.1 µM), without a hit: at the top dose activity change, negative = inhibition, most hits filed as inhibitors; 390,000 compounds, 0.23% hits; also: potency is read from the fitted curve at half-maximal effect; % is scaled to controls: 0 for no effect and ±100 for the full control effect; nearly all actives have a fitted effect of over 60% in size; inactives centre near -12
#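 In this screen, compounds sit with the deubiquitinase complex (1nM) for 15 min at room temperature before Ub-Rho is added at 150nM final. Fluorescence rise is then followed for 6 reads every 60 seconds.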
# IDH1 R132H inh: inhibitors of human mutant IDH1 R132H; IDH1-R132H enzyme, NADPH consumption, diaphorase/resazurin fluorescence; Potency, µM (series often up to 76.6 µM), for the others: top-dose activity change, negative = inhibition, most hits filed as inhibitors; 390,000 compounds, 0.093% hits; O75874; also: potency is read from the fitted curve at half-maximal effect; % is scaled to controls: 0 for no effect and ±100 for the full control effect; nearly all actives have a fitted effect of over 65% in size
#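 IDH1-R132H (0.5 ug/mL dispensed) in pH 7.5 Tris buffer was preincubated 30 min with compound, then given a substrate mix of 0.016 mM NADPH and 2 mM alpha-KG for 80 min at room temperature; remaining NADPH was read by diaphorase/resazurin fluorescence.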
# HP1b chromo inh: inhibitors of HP1-beta chromodomain binding to methylated histone tails | P83916 | AlphaScreen HP1-beta / biotin-H3K9me3 peptide binding | Potency, µM (series often up to 114 µM), inactives show at the top dose activity change, negative = inhibition, usual class: inhibitors | 390,000 compounds, 0.56% hits | AID 540317; also: potency is read from the fitted curve at half-maximal effect; nearly all actives have a fitted effect of over 70% in size; inactives centre near 23
# Target sequence (P83916 whole entry, looked up): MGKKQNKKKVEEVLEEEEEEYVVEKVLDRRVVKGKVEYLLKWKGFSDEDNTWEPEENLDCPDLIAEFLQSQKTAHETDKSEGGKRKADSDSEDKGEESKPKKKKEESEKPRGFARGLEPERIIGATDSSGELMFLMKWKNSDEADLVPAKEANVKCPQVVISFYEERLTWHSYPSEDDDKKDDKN
#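 Compound inhibition of the preformed complex between 50 nM HP1-beta and 50 nM biotinylated H3K9me3 peptide was read by AlphaScreen. Buffer was PBS pH 7.4 with 0.01% Tween-20. Incubations ran 30 min at room temperature, with 10 ug/mL donor/acceptor beads.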
# PI4K2A inh: PI4K2A (human) kinase inhibition. Q9BTU6. purified PI4K2A, ADP-Glo luminescence, 1 h; hits give low values. activity change, negative = inhibition, % at 76.9 µM. 420,000 compounds, 0.13% hits. AID 1346378; in the data active = activity change below about -50%; inconclusive = mostly about -30% to -49%;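 also: -100% = wells without enzyme as full effect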
#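 Compounds are screened against recombinant PI4K2A using PI as substrate and ATP, the latter dispensed at 300 microM. Reactions run one hour at ambient temperature before ADP-Glo detection; full inhibition defined by wells lacking enzyme.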
# PGK inhibitor: inhibitors of T. brucei phosphoglycerate kinase. P07378. PGK/GAPDH coupled, Kinase-Glo luminescence, 60 min. Potency, µM (titrated, usually from 57.5 µM), without a hit: top-dose activity change, negative = inhibition, actives largely listed as inhibitors. 380,000 compounds, 0.043% hits. AID 602233; also: potency is read from the fitted curve at half-maximal effect; % is scaled to controls: 0 for no effect and ±100 for the full control effect; nearly all actives have a fitted effect of over 60% in size
# Target sequence (P07378 whole entry, looked up): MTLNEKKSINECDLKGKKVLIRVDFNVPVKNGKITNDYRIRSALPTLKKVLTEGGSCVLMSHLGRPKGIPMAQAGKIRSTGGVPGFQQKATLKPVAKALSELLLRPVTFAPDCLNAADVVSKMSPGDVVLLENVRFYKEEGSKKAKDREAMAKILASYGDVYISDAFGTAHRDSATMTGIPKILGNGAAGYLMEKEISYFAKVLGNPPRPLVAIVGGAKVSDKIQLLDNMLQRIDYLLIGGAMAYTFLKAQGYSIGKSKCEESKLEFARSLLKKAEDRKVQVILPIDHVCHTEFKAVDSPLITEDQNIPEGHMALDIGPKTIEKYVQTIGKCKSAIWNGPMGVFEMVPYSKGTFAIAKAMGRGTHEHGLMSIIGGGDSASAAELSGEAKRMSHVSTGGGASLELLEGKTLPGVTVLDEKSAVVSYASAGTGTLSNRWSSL
#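 Recombinant glycosomal PGK reaction used 1,3-bisphosphoglycerate generated in-well by GAPDH (100nM final) in 100mM TEA pH 7.6, 5mM MgCl2, 0.01% Tween-20. After 60 minutes at room temperature, ATP was read by Kinase-Glo Plus luminescence end-point.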
# TrxR1 inh: inhibitors of rat thioredoxin reductase 1. AID 588453. Potency, µM (highest dose often 114 µM), for the others: top-dose activity change, negative = inhibition, usual class: inhibitors. O89049. 390,000 compounds, 1% hits. recombinant rTrxR1, NADPH fluorescence consumption, selenite substrate; also: potency is read from the fitted curve at half-maximal effect; % is scaled to controls: 0 for no effect and ±100 for the full control effect; nearly all actives have a fitted effect of over 65% in size
#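 Rat TrxR1 (90 nM in the dispensed reagent) was pre-reduced with 400 uM NADPH for 5 min at room temperature, then incubated with compound for 15 min. After 400 uM selenite was added, NADPH fluorescence (Ex 340/Em 450 nm) was followed for 8 min.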
# Pin1 inhibitor: blocks the human prolyl isomerase Pin1. Pin1 FP peptide displacement, HiFluor488, 10 min. Potency, µM (highest dose often 115 µM), for the others: top-dose activity, negative = inhibition, hits mostly inhibitors. 390,000 compounds, 0.009% hits; active = well fitted inhibition curve with a large enough effect in the polarisation, with a control signal flat, not every such curve was filed as active; inconclusive = small, poorly fitted or top-dose-only effect, or effect the other way, or a change in a side signal; inactive = no such curve, though single readings can be large or run the other way; the % refers to the polarisation; also: potency is read from the fitted curve at half-maximal effect; % is scaled to controls: 0 for no effect and ±100 for the full control effect
# Target sequence (Q13526 whole entry, looked up): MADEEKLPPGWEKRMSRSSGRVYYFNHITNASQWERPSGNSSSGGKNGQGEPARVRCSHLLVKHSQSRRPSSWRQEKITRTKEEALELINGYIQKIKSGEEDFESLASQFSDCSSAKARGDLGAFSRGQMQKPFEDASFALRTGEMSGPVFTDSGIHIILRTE
# GLS inhibitor: glutaminase GLS (human) inhibition | GLS enzymatic activity, qHTS titration | Potency, µM (series often up to 45.5 µM), for inactives: at the top dose activity change, negative = inhibition, actives largely listed as inhibitors | 410,000 compounds, 0.21% hits; also: potency is read from the fitted curve at half-maximal effect; % is scaled to controls: 0 for no effect and ±100 for the full control effect
#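 Assay buffer: 45 mM KH2PO4 pH 8.2, 0.02% Tween-20. hKGA acts on L-glutamine (1 mM solution added); product glutamate is reported by an oxidase/peroxidase Amplex Red coupling, with fluorescence taken at baseline and 30 min.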
# * = called active by the depositor; i = inactive; ? = inconclusive; [ ] = remark or other dose. Unless noted, calls follow the shape of the dose curve; as a rule, active = well fitted curve in the direction sought with a large enough effect; inconclusive = small, poorly fitted or top-dose-only effect, or another doubt; inactive = no such curve, though single readings can be large; an effect the other way counts as inactive or inconclusive. An excerpt, so the mix of outcomes need not match the whole.
SMILES,TrxR1 substrate,USP1 inh,IDH1 R132H inh,HP1b chromo inh,PI4K2A inh,PGK inhibitor,TrxR1 inh,Pin1 inhibitor,GLS inhibitor
FC(F)(F)c1ccc(-n2cn[nH]c2=S)cc1,13.0%[11.4 µM],2.0%,4.7%,19.4%,1.4,7.2%,3.1%[11.4 µM],-0.7%,-2.1%
COc1ccc(C(C)=O)cc1COc1ccccc1[N+](=O)[O-],-10.8%,-4.8%,-9.9%,18.4%,-5.0,-0.2%,35.5µM*,2.0%,12.6%
CN(C(=O)COC(=O)c1ccccc1OCc1ccc(Cl)cc1)c1c(N)n(Cc2ccccc2)c(=O)[nH]c1=O,2.2%[57.1 µM],-13.4%,-9.2%,55.0%[activator],-1.0,-5.5%,8.9%[57.1 µM],14.5%,-4.4%
O=C(NC(=S)Nc1ccc(CN2CCOCC2)cc1)c1ccc(-c2ccc(Cl)cc2)o1,-1.0%,-7.9%,-1.1%,25.1%,-19.0,-0.8%,-2.1%,2.6%,9.6%
COc1ccc(CNC(=O)Cn2c(=O)ccc3cc(S(=O)(=O)N4CCCC4)ccc32)cc1,-2.3%[57.1 µM],-8.2%,0.0%,-22.2%[57 µM],7.7,0.3%,11.1%[57.1 µM],-1.5%,-10.3%
O=C(CNC(=S)NC(=O)c1cccc([N+](=O)[O-])c1)c1ccccc1,6.6%[57.1 µM],-8.3%,-5.4%,-18.0%,-4.5,-2.0%,13.5%[57.1 µM],-0.4%,14.8%
O=C(C1CCC1)N1CCc2cc(S(=O)(=O)NCCCN3CCCCC3)ccc21,2.2%,-6.8%,29.5%,26.6%,-6.3,-5.9%,21.5%,-11.2%,-1.2%
CCOc1ccc(CN(C)CC(=O)c2c(N)n(Cc3ccccc3)c(=O)n(CC)c2=O)cc1OC,-5.8%[57.1 µM],-10.0%,1.6%,19.1%,-4.5,i,4.1%[57.1 µM],0.6%,1.9%
COc1ccc(CCNC(=O)CCCn2nc(C)c3sc4ccccc4c3c2=O)cc1OC,11.0%,-27.0%,14.7%,-14.8%,-0.1,i,19.8%,-1.4%,-5.3%
ONC(=Nc1ccccc1)c1ccc(Cl)cc1,-4.9%,-10.8%,0.3%,18.6%,-5.6,i,-1.3%,-0.8%,7.5%
C[C@H](NS(=O)(=O)c1ccc2c(c1)OCCCO2)C(=O)N1CCN(Cc2ccc(C#N)cc2)CC1,-1.0%,-6.2%,6.2%,9.2%,-1.0,-4.2%,1.6%,-12.0%,13.4%
CC(C)OCC(O)Cn1c(N2CCCC2)nc2c1c(=O)n(C)c(=O)n2C (centres undefined),10.5%[57.1 µM],-12.7%,9.5%,5.2%,-0.9,-9.0%,12.6%[57.1 µM],-7.6%,9.5%
COc1ccc(/C=N/NS(C)(=O)=O)c(OC)c1,-0.1%,5.1%,2.5%,16.2%,0.3,1.8%,1.8%,-1.6%,17.6%
CC(C)(C)C(=O)NCCc1nc(-c2ccccc2)no1,10.0%[57.1 µM],-5.1%,-4.1%,23.0%,1.3,0.7%,14.7%[57.1 µM],0.3%,2.9%
Cc1nc2sc(C(N)=O)c(N)c2c2c1CCCC2,26.5%,-9.5%,-4.5%,40.0%[activator],-11.2,-8.9%,23.1%,7.9%,-23.3%
CCOC(=O)N1CCN(Cc2nc3cc(NC(=O)CC)ccc3n2C)CC1,12.6%[57.1 µM],?,2.7%,8.7%,4.5,5.2%,11.4%[57.1 µM],-12.4%,-0.8%
CCOC(=O)C(C)(C)Sc1nc2c(cnn2-c2ccc(C)cc2)c(=O)[nH]1,-1.9%,-7.5%,3.3%,4.1%,-1.5,-9.6%,11.4%,-1.8%,15.0%
CCc1nc2scc(-c3cccs3)c2c(=O)o1,-4.2%,-13.6%,7.2%,0.2%,-2.7,-0.7%,-35.3%,-3.7%,12.5%
O=C(NCCc1c[nH]c2ccc(Cl)cc12)c1ccc([N+](=O)[O-])cc1,3.8%,-18.9%,9.7%,32.5%,1.6,-5.6%,11.1%,5.6%,-1.0%
Cc1csc2ncnc(NCCc3ccccn3)c12,6.5%,-20.6%,19.4%,24.3%,0.8,-1.1%,16.1%,-2.1%,4.9%
CCOc1ccc(-n2cnc3sc(C)c(C)c3c2=O)cc1,-2.9%,-21.5%,-4.1%,50.8%[activator],-7.5,-4.9%,3.7%,-3.4%,-3.9%
Cc1sc(NC(=O)C2C3CCC(C3)C2C(=O)O)c(C(N)=O)c1-c1ccc(C(C)(C)C)cc1 (centres undefined),-1.0%[57.1 µM],-23.3%,0.5%,-7.7%,2.6,-11.9%,-9.1%[57.1 µM],-11.1%,-10.9%
CCN(CC)S(=O)(=O)c1ccc(C)c(NC(=O)Cc2ccc(S(=O)(=O)N3CCOCC3)s2)c1,-0.9%,-18.6%,1.5%,18.0%,-1.8,-3.1%,-2.8%,29.1%,0.4%
Cc1nc(CC(=O)NNS(=O)(=O)c2ccc(F)c(Cl)c2)cs1,0.4%,-3.9%,3.3%,36.3%,1.1,-6.7%,3.2%,-4.3%,22.2%
Cn1c(=O)c2c(nc(N3CCOCC3)n2Cc2cccc(Br)c2)n(C)c1=O,-7.4%,-11.9%,-11.3%,28.8%,2.5,-5.4%,4.6%,6.4%,-1.7%
CCOC(=O)CCNC(=O)N1CCN(S(=O)(=O)c2ccc3c(ccn3C)c2)CC1,-9.0%[57.1 µM],-14.5%,-12.4%,27.5%[57 µM],1.1,-6.2%,-25.3%[57.1 µM],2.0%,7.9%
NS(=O)(=O)c1ccc(NC(=O)Nc2cccc(Cl)c2)cc1,0.3%,-23.1%,-1.4%,-2.1%,0.9,-5.5%,15.4%,-5.5%,-0.5%
CCOc1nc(-c2ccccc2)ccc1-c1noc(COC)n1,28.4%,-11.6%,5.5%,119.0%[activator],2.5,-2.2%,8.2%,-4.4%,8.1%
O=C1CCCN1c1ccc(S(=O)(=O)Oc2ccc(Cl)cc2)cc1[N+](=O)[O-],-7.8%,-13.9%,-0.3%,-23.4%,0.2,2.3%,5.0%,-1.7%,-0.1%
O=C(CSCc1ccc(Cl)cc1)N/N=C/c1ccco1,-4.7%,-19.6%,4.8%,17.7%,-0.2,-10.6%,-16.9%,-3.2%,-5.0%
CCOC(=O)C1(Cc2ccc(Cl)cc2)CCN(C(=O)CCc2cnccn2)CC1,5.0%[57.1 µM],-12.6%,1.2%,17.4%,-1.3,i,6.1%[57.1 µM],-2.2%,0.9%
CC1(C)CC(=O)C2=C(C1)Nc1cc3c(cc1C2c1ccc2c(c1)OCO2)OCO3 (centres undefined),29.1%[57.1 µM],-6.4%,-9.7%,4.7%,-1.0,i,20.0%[57.1 µM],-7.7%,13.7%
CCn1c2ccccc2c2cc(C3C(C#N)=C(C)NC(C)=C3C#N)ccc21,154.6%[activator],-22.4%,-2.4%,55.0%[activator],-0.1,2.4%,144.5%[activator],61.0%[activator],3.3%
S=c1sc2ccccc2n1CCc1ccncc1,7.9%[57.1 µM],-29.1%,-4.4%,44.9%[activator],2.6,-0.3%,17.6%[57.1 µM],1.9%,0.4%
COC(=O)c1sc(NC(=O)c2ccc(C)o2)nc1C,-5.2%,6.1%,-4.1%,19.2%,-14.2,-14.8%,8.2%,4.1%,9.3%
COc1ccc(-c2cnc(C)o2)cc1S(=O)(=O)Nc1c(C)cc(C)cc1C,2.2%[57.1 µM],-19.2%,-0.5%,15.3%,-5.8,-3.0%,14.7%[57.1 µM],-3.2%,4.4%
Cc1ccc(NC(=O)C2CCC(=O)N2)cc1C (centres undefined),-4.0%,-4.5%,2.7%,20.7%,-0.1,i,0.6%,-5.3%,12.5%
Nc1c(Cl)cc(S(N)(=O)=O)cc1S(N)(=O)=O,-4.0%[0.0914 µM],-10.5%,1.5%,20.9%,6.8,-8.4%,-1.5%[57.1 µM],-9.4%,-14.9%
CCOC(=O)c1cnc2c(ccc3ccccc32)c1Nc1ccc(OC)c(OC)c1,3.3%,-6.2%,15.1%,-18.0%,-15.5,-0.8%,6.2%,0.2%,-1.8%
COc1ccc(/C=N/NC(=O)CN(C)C(=O)OCc2ccccc2)cc1OC,-8.6%,-2.1%,-2.0%,25.8%,0.5,7.8%,-5.9%[57.1 µM],0.2%,1.7%

# Already shown: entries from further up.
SMILES,TrxR1 substrate,USP1 inh,IDH1 R132H inh,HP1b chromo inh,PI4K2A inh,PGK inhibitor,TrxR1 inh,Pin1 inhibitor,GLS inhibitor
CCOC(=O)C1(Cc2ccc(Cl)cc2)CCN(C(=O)CCc2cnccn2)CC1,5.0%[57.1 µM],-12.6%,1.2%,17.4%,-1.3,i,6.1%[57.1 µM],-2.2%,0.9%
CC1(C)CC(=O)C2=C(C1)Nc1cc3c(cc1C2c1ccc2c(c1)OCO2)OCO3 (centres undefined),29.1%[57.1 µM],-6.4%,-9.7%,4.7%,-1.0,i,20.0%[57.1 µM],-7.7%,13.7%
CCn1c2ccccc2c2cc(C3C(C#N)=C(C)NC(C)=C3C#N)ccc21,154.6%[activator],-22.4%,-2.4%,55.0%[activator],-0.1,2.4%,144.5%[activator],61.0%[activator],3.3%

# Screens from PubChem.
